Source: PubChem BioAssay (several laboratories)
HSP90 inh: HSP90 inhibitors, primary screen, cell lysate, luminescence; Heat shock protein HSP 90 (rabbit reticulocyte lysate; luciferase refolding); Rabbit reticulocyte lysate, luciferase refolding luminescence, 3 h; inhibition, % at 5.6 µM; 290,000 compounds, 0.91% hits; AID 1789, 2009;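 active means inhibition above the screen-wide mean plus 3 SD, computed separately per campaign, cut at about 16% in these data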;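 further: 0% = DMSO wells and 100% = 60 µM geldanamycin wells; inhibitors lower the luminescence because luciferase stays unfolded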
HIF activator: HIF pathway transcriptional activators, primary screen, cell-based, U2OS HRE-luciferase, luminescence | U2OS HRE-luciferase reporter; normalized: DMSO 0%, desferrioxamine 100% | activation, % at 7.5 µM (by protocol) | 300,000 compounds, 0.32% hits;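 active means mean activation of at least 10% of the iron chelator positive control signal, with at least half of replicates also reaching 10%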
IEC-6 cytotox: cytotoxicity in IEC-6 intestinal epithelial cells, primary screen, cytotoxicity control for KLF5 inhibitor project, cell-based, luminescence. 290,000 compounds, 0.78% hits. IEC-6 cytotoxicity, luminescence viability. inhibition, % at 5 µM; in the data active means inhibition above about 22%;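 further: 0% = plate median of test compound wells and 100% = cytotoxic reference compound wells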
AI-2 QS modul: Vibrio harveyi AI-2 quorum sensing modulators, primary screen, JMH597 strain, luminescence/OD600 ratio | Vibrio harveyi JMH597 AI-2 luminescence/OD600 ratio, 9 h; hits give low values; strain lacks LuxN and CqsS sensors; 0 = neutral-control median | activity change, % at 7.5 µM | 300,000 compounds, 0.4% hits; in the data active means activity change below about -75%, passing the limit was not always enough;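 further: luminescence divided by OD600 gain over 9 h not by final OD600 alone; inactives centre near 13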
aSyn 5UTR inh: MLPCN primary screen, SNCA 5' untranslated region; alpha-synuclein 5'UTR reporter, inhibitor activity; inhibition, % (tested at 7.5 µM); 300,000 compounds, 0.82% hits; AID 1813, 2009; in the data active means inhibition above about 60%;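 further: H4 neuroglioblastoma cells stably carrying SNCA 5'UTR luciferase fusion; 0% = DMSO wells and 100% = positive control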
HSF1 inh: HSF1 inhibitors in luciferase reporter cells, primary screen, cell-based, NIH3T3, luminescence. NIH3T3-HGL HSE-luciferase, MG132-induced, luminescence 8 h; hits give low values. AID 2098, 2009. 300,000 compounds, 0.77% hits. activity change, negative = inhibition, % at 7.5 µM (by protocol);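 active means more than half of replicate wells show activity change below -50%, luminescence cut by over half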;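 further: luciferase reports HSF-1 transcriptional activity via heat shock element; 0% = median of DMSO wells and -100% = zero luminescence signal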
HSF1 activator: HSF-1 activators, primary screen, NIH3T3-HGL cells, MG132 stress, luminescence, single point | AID 504408, 2011 | NIH3T3-HGL HSF-1 luciferase reporter, 8 h; 100% = twice DMSO control signal | activation, % at 9 µM | 300,000 compounds, 1.7% hits;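 active means mean replicate activation of at least 50% with a set share of replicates each reaching 50%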;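 further: 0% = median of the neutral control wells and 100% = twice that signal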
SKKanGAS inh: S. pyogenes SKKanGAS growth inhibitors in kanamycin, primary screen, streptokinase expression inhibitor project, SKKanGAS strain, BacTiter-Glo luminescence; 6 h; inhibition, % at 7.5 µM; 300,000 compounds, 1.3% hits;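 active means mean replicate score, as percent of positive control median, at least 50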;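 further: strain carries kanamycin resistance gene driven by streptokinase promoter and grows in 40 µg/ml kanamycin; loss of luminescence reflects streptokinase promoter inhibition or plain growth inhibition; 0% = median of DMSO wells and 100% = positive control at its reference dose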
Platelet DG rel: inhibitors of platelet dense granule secretion, primary screen, cell-based, MLPCN, human platelets; 300,000 compounds, 0.22% hits; inhibition, %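 (compounds screened at 7.5 µM in platelet-rich plasma)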; human platelet-rich plasma, SFLLRN dense granule ATP release, luminescence; AID 1663, 2009;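 active means mean replicate score, as percent of positive control, at or above 50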
KLF5 inhibitor: KLF5 expression inhibitors, primary screen, DLD-1 cells, luminescence. DLD-1 KLF5 promoter-luciferase reporter. 290,000 compounds, 0.23% hits. inhibition, % at 5 µM;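 active means inhibition above a per-plate limit of that plate's mean compound inhibition plus 3 SD, cut at about 60% in these data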;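 further: 0% = DMSO wells and 100% = LY294002 at 200 µM; higher means less KLF5 promoter-driven luciferase light; inactives centre near -14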
Starred values were filed as active, the others as inactive; . = not tested or not shown; & = joins results of further samples.

SMILES | HSP90 inh | HIF activator | IEC-6 cytotox | AI-2 QS modul | aSyn 5UTR inh | HSF1 inh | HSF1 activator | SKKanGAS inh | Platelet DG rel | KLF5 inhibitor
CC(=O)Nc1ccccc1-c1ccc(C)o1 | -5.6 | 0.2 | 6.8 | 6.3 | -33.1 | -8.8 | -21.0 | -1.6 | 4.0 | 10.9
COc1ccc(OC)c2sc(NC(=O)C3COc4ccccc4O3)nc12 (stereo unspecified) | 2.8 | -0.1 | 9.5 | 25.1 | -8.4 | 0.1 | 11.5 | 0.1 | 0.4 | 10.0
O=[N+]([O-])c1ccc(N2CCN(c3nc(-c4ccc(Cl)cc4)cs3)CC2)cc1 | 10.6 | -0.2 | 1.0 | 7.0 | 1.9 | -2.9 | -21.9 | -0.4 | 0.0 | 12.1
N#Cc1ccc(C23CC4(C2)[C@H](CN(CC2CCCCC2)[C@@H]4c2ccccc2)C3c2ccc(C(F)(F)F)cc2)cc1 (stereo partly specified) | . | 1.4 | . | 7.8 | 25.5 | -4.9 | -17.9 | 4.2 | -1.8 | .
NS(=O)(=O)c1ccc(CCNC(=O)Cc2ccccc2[N+](=O)[O-])cc1 | 1.3 | -0.1 | 0.6 | 6.8 | 6.0 | -7.2 | -5.9 | -1.9 | -1.3 | 3.9
COc1cc2c(C#N)c(N3CCCC3)nc(N)c2c(N)n1 | 3.8 | 0.0&-0.6 | -2.8 | 17.3&-3.4 | -13.9&-8.4 | -6.4&2.8 | -8.2&2.0 | 13.0&37.6 | -2.4&3.4 | -15.6
CC(C)CC(c1nnnn1Cc1ccco1)N1CCN(c2cccc(Cl)c2)CC1 (stereo unspecified) | -1.4 | 0.4 | -0.7 | 6.5 | 23.2 | 2.1 | -3.4 | 13.8 | 0.5 | -14.9
COc1ccccc1C1=NOC(COC(=O)c2ccc3ccccc3n2)C1 (stereo unspecified) | 0.2 | 0.2 | -9.2 | 20.9 | 1.6 | -2.1 | -6.1 | -3.4 | -6.7 | -0.9
CCCCN(CCCNC(=O)c1ccc(CS(=O)(=O)c2ccc(OC)cc2)o1)Cc1ccccc1 | -2.5 | 0.4 | -3.0 | 9.8 | -15.3 | -2.5 | 6.9 | 0.1 | 4.0 | 9.4
O=C1N=C(N2CCOCC2)S/C1=C/c1ccc(-c2ccc(F)cc2)o1 | 4.1 | 0.0 | 4.5 | 12.4 | -44.2 | 2.3 | 6.1 | 9.8 | -0.1 | 19.1
CC(=O)c1ccc(N2CCN(C(=O)CCS(=O)(=O)c3ccc4c(c3)NC(=O)CS4)CC2)cc1 | 2.2 | 0.6 | 10.7 | -9.0 | -4.6 | -7.1 | -1.6 | -0.6 | 1.6 | -49.0
CC1CCc2sc3ncnc(N4CCN(C)CC4)c3c2C1 (stereo unspecified) | 0.9 | 0.5 | -0.2 | 11.3 | -0.1 | 10.2 | 46.3 | 0.0 | -5.5 | -3.2
Cc1cc(N2CCOCC2)nc(SCC(=O)c2ccccc2)n1 | -0.4 | 1.1 | 1.5 | 20.6 | -93.6 | 12.3 | 40.4 | 2.8 | -0.8 | -3.8
CC(C)(C)C(=O)CNS(=O)(=O)c1ccc(S(=O)(=O)NC2CCCC2)cc1 | -0.7 | 0.2 | 1.1 | 25.7 | 3.8 | -3.8 | 18.6 | 7.8 | -8.0 | -23.1
CCCCn1c(N)c(N(CCOC)C(=O)c2ccc(C)o2)c(=O)[nH]c1=O | . | 1.4 | . | 9.5 | 4.8 | -6.9 | 6.3 | 0.6 | 3.5 | .
CCOC(=O)C1=C(c2ccccc2)N(C)C(=O)NC1c1ccc(OC(F)F)c(OC)c1 (stereo unspecified) | -3.2 | 0.1 | 2.0 | 2.7 | 1.8 | 6.7 | 7.1 | 5.2 | 3.0 | 8.4
CN(c1ccc(OC(=O)CN2C(=O)NC3(CCCC3)C2=O)cc1)S(=O)(=O)c1ccccc1 | . | -0.7 | . | 11.4 | -47.9 | -4.6 | -10.2 | -5.3 | -4.8 | .
Cc1sc(NC(=O)C2CCCC2)c(C#N)c1C | -0.1 | 0.8 | 5.5 | 39.3 | -26.1 | 4.5 | -4.2 | 5.8 | 1.9 | -4.9
Cc1cc(C(=O)N/N=C/c2cccnc2)c2ccccc2n1 | 2.0 | 0.1 | 4.4 | 13.9 | -10.5 | -12.3 | -10.5 | 0.2 | 7.9 | -7.1
CC(C)Oc1ccc(CN2CCCC(CO)(Cc3ccc(F)cc3)C2)cc1 (stereo unspecified) | 0.3 | -3.1 | -6.0 | 6.0 | 2.4 | 1.5 | 7.3 | 13.7 | -3.2 | -29.0
Cc1ccc(S(=O)(=O)CCC(=O)N2CCN(c3ccc([N+](=O)[O-])cc3)CC2)cc1 | 0.4 | -0.3 | 1.4 | 4.9 | 28.9 | -4.8 | 14.3 | -5.7 | -5.8 | 6.5
COc1ccc(/C(N)=N/OC(=O)c2c(-c3ccccc3Cl)noc2C)cc1OC | 0.8 | 0.2 | 9.3 | -1.8 | 37.0 | -2.8 | -2.7 | -6.8 | -4.8 | -25.6
O=C(N/N=C\c1ccc(O)c([N+](=O)[O-])c1)c1ccccc1-n1cccc1 | -1.4 | -0.5 | 1.6 | 2.1 | -3.4 | -4.6 | 14.2 | 13.0 | 1.5 | -18.5
CC1(C)c2ccccc2N2CCC(=O)NC21/C=C/c1ccco1 (stereo unspecified) | -1.8 | 0.1 | 1.8 | 1.5 | -5.2 | 1.6 | 31.0 | -6.4 | -1.1 | 5.9
Cc1cc(NS(=O)(=O)c2ccc(Nc3nc(-c4sc(NC(=O)c5ccccc5)nc4C)cs3)cc2)no1 | 32.8* | 0.7 | -3.9 | 53.1 | -36.2 | . | . | . | -9.9 | -2.2
COc1cccc(C(C(=O)NC2CCCC2)N(C(=O)c2ccco2)c2cccc(C(C)=O)c2)c1OC (stereo unspecified) | -4.2 | -0.6 | 7.7 | 8.8 | -19.8 | 4.6 | 17.9 | -4.3 | -1.9 | -13.6
CC(Cn1cncn1)C(=O)N1CCN(S(=O)(=O)c2ccccc2)CC1 (stereo unspecified) | 5.9 | -0.2 | 3.0 | . | -11.9 | 9.3 | 46.6 | -16.4 | -5.3 | 2.2
Cc1c(NC(=O)C(C#N)=C2CCCCC2)c(=O)n(-c2ccccc2)n1C | 0.7 | -0.5 | -2.3 | 13.1 | -9.6 | -8.5 | 9.8 | 5.1 | 1.0 | -20.3
O=C(O)c1cc(S(=O)(=O)N2CCCCC2)sc1Cl | -2.8 | . | 4.1 | 10.6 | 6.1 | . | . | -1.6 | -2.7 | -9.4
COc1ccc(N2C(=O)c3ccccc3NC2c2ccc(NC(C)=O)cc2)c(OC)c1 (stereo unspecified) | -4.1 | -0.4 | 1.3 | 7.6 | -11.4 | 1.5 | -7.9 | 0.8 | 4.4 | 2.8
Cc1nn(C)c(C)c1CN(C(=O)C1CCC(=O)N(C2CCCCCC2)C1)C(C)C (stereo unspecified) | -7.8 | 1.5 | -9.9 | 33.0 | -48.9 | 10.5 | 12.1 | -0.2 | 5.8 | -2.8
CSc1ccc(C2(O)Cc3cccc[n+]3C2c2ccccc2)cc1 (stereo unspecified) | -1.9 | 0.7 | -1.6 | 12.1 | -5.7 | 3.9 | -0.8 | 4.8 | -1.5 | -7.8
CCOC(=O)COc1c(/C=N\O)cc(Cl)cc1OC | 3.6 | -0.4 | 0.1 | 13.2 | -18.8 | 17.3 | 19.4 | 2.9 | 2.9 | -13.7
CCn1c(CN2CCN(C(=O)c3ccco3)CC2)nc2c1c(=O)n(C)c(=O)n2C | -2.1 | -0.3 | 0.9 | 6.1 | -0.4 | -8.9 | 3.2 | -2.1 | -0.4 | -9.7
Cc1ccc(-c2cc(C(=O)N/N=C\c3cnn(C)c3C)c3ccccc3n2)cc1C | 1.1 | 1.1 | -3.5 | 32.6 | -23.5 | -2.4 | 22.7 | 4.0 | 17.6 | -29.3
Cc1ccc(NC2CCCN(C(=O)c3ccccc3-c3ncc[nH]3)C2)cc1C (stereo unspecified) | 4.5 | -0.3 | 3.7 | 7.6 | -2.0 | -2.9 | 8.0 | 0.1 | 1.2 | -30.8
Clc1ccc2nncn2n1 | -2.0 | -0.1 | -0.2 | -0.3 | 2.5 | -5.0 | 1.5 | -3.6 | 4.7 | -11.8
CCOC(=O)c1cc(C)nc(N2CCCCC2)c1C#N | -4.0 | 0.3 | -3.1 | 34.9 | 18.6 | 0.1 | 7.2 | 11.1 | 1.8 | -7.7
Cc1ccc(C(C)C)c(OCC(=O)Nn2c(C)nc3ccccc3c2=O)c1 | -0.9 | 0.3 | 3.2 | 62.3 | -12.0 | -5.1 | 8.5 | -6.7 | -7.5 | -42.6
COc1cccc(Cn2c(=O)sc3ccccc3c2=O)c1 | -1.9 | 1.5 | 4.1 | 1.6 | -78.5 | 45.9 | 81.3* | 10.1 | -3.9 | -41.5
CCCCN(CCCC)S(=O)(=O)c1ccc(NS(=O)(=O)c2ccc(NC(C)=O)cc2)cc1 | 5.8 | -0.4 | 6.6 | . | 26.4 | 0.6 | 8.4 | -10.8 | 10.4 | -1.7
Cc1ccc(OCC(=O)OC2CCCN(C)C2)cc1 (stereo unspecified) | 2.4 | -0.1 | 9.0 | 9.0 | -16.2 | -1.2 | -1.1 | 1.0 | 0.9 | 2.3
CC(C)c1ccccc1OCC(=O)Nc1ccc2[nH]ncc2c1 | 5.5 | 0.3 | 1.7 | 2.0 | 7.2 | -2.0 | -0.9 | 3.7 | 1.2 | -2.7
C=CCn1c(SCC(=O)NC(=O)NCCC)nnc1C1CCCCC1 | 2.6 | -0.4 | -11.2 | -0.9 | -8.7 | -2.4 | -5.3 | -2.7 | 10.1 | -13.6
CCCn1nnc(NC(=O)C(c2ccccc2)c2ccccc2)n1 | 2.2 | -0.3 | 3.1 | 31.8 | -1.7 | -1.8 | 0.9 | -7.2 | -4.3 | 17.7
Cc1cc(NC(=O)CN2C(=O)/C(=C/c3ccccc3F)SC2=S)no1 | 3.1 | -0.3 | -9.2 | 12.5 | -19.4 | -1.2 | 3.9 | 15.0 | -3.0 | -4.1
COc1ccc(-c2cc(CCCC(=O)N3CCN(c4ccc(OC)cc4)CC3)no2)cc1 | 0.5 | -0.1 | 4.0 | 10.4 | -8.6 | -2.0 | -12.1 | 1.6 | 9.1 | -47.7

Two consecutive entries from above, for reference:
SMILES | HSP90 inh | HIF activator | IEC-6 cytotox | AI-2 QS modul | aSyn 5UTR inh | HSF1 inh | HSF1 activator | SKKanGAS inh | Platelet DG rel | KLF5 inhibitor
CC(=O)Nc1ccccc1-c1ccc(C)o1 | -5.6 | 0.2 | 6.8 | 6.3 | -33.1 | -8.8 | -21.0 | -1.6 | 4.0 | 10.9
COc1ccc(OC)c2sc(NC(=O)C3COc4ccccc4O3)nc12 (stereo unspecified) | 2.8 | -0.1 | 9.5 | 25.1 | -8.4 | 0.1 | 11.5 | 0.1 | 0.4 | 10.0
